hERG WT inh: blocks the wildtype human KCNH2 potassium channel; U2OS, BacMam KCNH2, thallium flux FluxOr; hits give low values; Q12809; activity change, % at 1.84 µM; AID 720551; 340,000 tested, 0.37% active;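 active = maximum activity change below -70%; inconclusive = maximum activity change between -70% and -50%; inactive = maximum activity change above -50%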
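U2OS cells were transduced with wild-type KCNH2 virus (2.03 x 10^8 / mL) for 4 h at room temperature, then cultured overnight at 37 C. Thallium flux was read with FluxOr dye. Rate constants were normalized to DMSO controls.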
B2AR arrestin: recruits beta-arrestin to the human beta2-adrenergic receptor; P07550; beta-arrestin recruitment to beta2AR, cell-based reporter; Potency, µM (highest dose often 46.1 µM), for inactives: at the highest dose activation, most hits filed as activators; 330,000 tested, 0.02% active;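 note: potency is the fitted concentration of half-maximal effect; 0% = DMSO controls and full agonism = EC100 isoproterenol or metaproterenol; nearly all actives have a fitted effect of over 65% in size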
Target sequence (P07550 whole entry, looked up): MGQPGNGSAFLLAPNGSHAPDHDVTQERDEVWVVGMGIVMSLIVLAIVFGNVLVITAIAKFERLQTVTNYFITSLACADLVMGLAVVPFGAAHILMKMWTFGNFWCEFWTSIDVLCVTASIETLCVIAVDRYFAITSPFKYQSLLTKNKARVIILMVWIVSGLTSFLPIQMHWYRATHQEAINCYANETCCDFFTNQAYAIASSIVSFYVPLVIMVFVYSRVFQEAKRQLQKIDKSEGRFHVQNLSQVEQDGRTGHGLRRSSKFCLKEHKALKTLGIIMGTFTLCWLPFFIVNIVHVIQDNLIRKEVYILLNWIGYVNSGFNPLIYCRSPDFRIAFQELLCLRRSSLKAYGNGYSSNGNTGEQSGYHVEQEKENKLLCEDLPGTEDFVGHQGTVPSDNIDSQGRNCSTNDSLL
uPA generation: cell surface uPA generation inhibition. Potency, µM (titrated, usually from 38.3 µM), without a hit: top-dose activity change, negative = inhibition, hits mostly inhibitors. AID 540303. cell surface uPA generation assay, qHTS. 330,000 tested, 0.31% active; active = well fitted inhibition curve with a large enough effect; inconclusive = small, poorly fitted or top-dose-only effect; inactive = no such curve, though single readings can be large or run the other way; tested in mouse RAW 264.7 cells; note: potency is the fitted concentration of half-maximal effect; nearly all actives have a fitted effect of over 55% in size
Eya2 phos inh: inhibitors of human Eya2 phosphatase activity | O00167 | Potency, µM (series often up to 76.9 µM), for inactives: at the top dose activity, negative = inhibition, usual class: inhibitors | 330,000 tested, 0.006% active | recombinant Eya2, OMFP fluorescence dephosphorylation (OMFP is methylfluorescein phosphate) | AID 488837; note: potency is the fitted concentration of half-maximal effect
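Eya2 (0.2 uM) preincubated 10 min at ambient with compound, then OMFP substrate added at 50 uM; 10 min reaction in 50 mM HEPES pH 7.5, 50 mM NaCl, 5 uM MgCl2, 0.05% BSA, 1 mM DTT. Fluorescence read at Ex 485/Em 525 nm.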
BCR signal inh: inhibitors of chronic active B-cell receptor signaling | Potency, µM (titrated, usually from 46.1 µM), inactives show top-dose ratio change, negative = lower green/red ratio, usual class: inhibitors | 340,000 tested, 0.05% active | ABC-DLBCL IkBa-CBG/CBR reporter, luminescence ratio, 4 h; active = well fitted inhibition curve with a large enough effect in the signal ratio, with a control signal flat, not every such curve was filed as active; inconclusive = small, poorly fitted or top-dose-only effect, or effect the other way, or a change in a side signal; the % refers to the signal ratio;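 note: potency is the fitted concentration of half-maximal effect; plate controls were basal doxycycline-induced cells for no effect and cells given 10 µM MG132 for full effect; MG132 reads +100%, hits lower the ratio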
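Compounds up to 46 uM were incubated four hours with TMD8 cells whose green CBG68 luciferase is fused to IkappaBalpha; red CBR luminescence normalised the signal, and concentration-effect curves were fitted to fusion, red and ratio data.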
USP2a inh: USP2a (human) protease inhibition. Potency, µM (highest dose often 38.3 µM), for the others: at the top dose activity change, negative = inhibition, most hits filed as inhibitors. 330,000 tested, 0.01% active. USP2 core, Ub-CHOP2 coupled fluorogenic reporter, 485/531. O75604. AID 463254;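 note: potency is the fitted concentration of half-maximal effect; plate controls were DMSO wells for no effect and full inhibition by NEM control for full effect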
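Cell-free coupled assay: 10nM USP2 core preincubated 30min RT with compound in Tris-HCl pH 8.0/CaCl2/CHAPS buffer, then 25nM Ub-CHOP2 and 25nM reporter substrate; fluorescence (Ex 485/Em 531) read after 60min RT, normalized to NEM inhibition, concentration-response curves fitted.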
PKM2 activator: PKM2 (human) enzyme activation; purified PKM2, Kinase-Glo ATP luminescence, activation; response scale: 0% is enzyme alone, no compound; Potency, µM (top dose mostly 57.5 µM), inactives show top-dose activation, actives largely listed as activators; 260,000 tested, 0.34% active; note: potency is the fitted concentration of half-maximal effect; nearly all actives have a fitted effect of over 55% in size
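Purified hPK-M2 (>95%) run at intermediate activity with 0.1 mM ADP and 0.5 mM PEP in 50 mM imidazole pH 7.2, KCl, MgCl2; 1 h room temperature. ATP formed read by Kinase-Glo luminescence; normalized to uninhibited and no-enzyme controls.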
GALK inhibitor: inhibitors of human galactokinase; Potency, µM (highest dose often 57.5 µM), for the others: top-dose activity change, negative = inhibition, usual class: inhibitors; P51570; 270,000 tested, 0.007% active; Purified GALK, Kinase-Glo residual ATP luminescence; note: potency is the fitted concentration of half-maximal effect
Target sequence (P51570 whole entry, looked up): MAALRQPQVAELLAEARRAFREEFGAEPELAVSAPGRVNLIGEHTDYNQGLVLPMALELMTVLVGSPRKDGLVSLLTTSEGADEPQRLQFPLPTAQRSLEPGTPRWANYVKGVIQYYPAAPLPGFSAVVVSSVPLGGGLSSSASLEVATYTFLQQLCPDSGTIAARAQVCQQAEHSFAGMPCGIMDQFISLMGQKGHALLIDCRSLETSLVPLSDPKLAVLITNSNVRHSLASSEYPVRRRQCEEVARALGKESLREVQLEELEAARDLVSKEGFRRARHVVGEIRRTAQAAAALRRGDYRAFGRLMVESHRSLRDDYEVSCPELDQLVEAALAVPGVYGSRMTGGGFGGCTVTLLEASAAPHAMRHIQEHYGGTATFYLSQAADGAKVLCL
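GALK at 5 nM final was combined with compound, 35 uM ATP and 100 uM galactose in HEPES pH8.0 with MgCl2 and DTT. The reaction ran one hour at room temperature before luminescent ATP detection.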
Coupling enz: counter-screen for Giardia aldolase inhibitors: coupling enzyme system; 290,000 tested, 0.67% active; activity change, negative = inhibition, % at 58.2 µM, hits read low; coupling enzyme system counterscreen, AmpLite Red fluorescence; in the data active = activity change below about -30%
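Coupling enzymes only (glyceraldehyde-3-phosphate) + compound, at 57.5 uM final, 10 min RT; add substrate/coupling/AmpLite Red mix, 20 min RT; fluorescence ex 525/em 598 nm. Actives flag coupling-system interference.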
KCNH2 3.1 block: blocks the human KCNH2 3.1 channel isoform | 340,000 tested, 0.95% active | U2OS KCNH2 3.1, thallium flux FluxOr; hits give low values | activity change, % (tested at about 1.8 µM);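 active = maximum activity change below -70%; inconclusive = maximum activity change from -70% to -50%; inactive = maximum activity change above -50%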;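 note: thallium influx rate constant from kinetic fluorescence after stimulation buffer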
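Measured as rate of thallium-driven FluxOr signal in transduced U2OS cells carrying the 3.1 channel, read kinetically for 2 min upon stimulation; values are rate constants scaled to DMSO control wells.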
Giardia killer: Giardia lamblia killing. Giardia lamblia trophozoite viability. activity change, % at 7.66 µM, hits read low. 340,000 tested, 0.15% active; in the data active = activity change below about -80%; inconclusive = between about -30% and that limit;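 note: parasites exposed to compound for two days anaerobically before the ATP read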
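Anaerobic 48 hrs incubation at 37 deg C of 100 trophozoites/well with test compounds; ATPLite 1-Step luminescence, 15-30 min RT, reports cellular ATP as viability.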
Active calls of the source: *; ? = inconclusive; nt = not tested or not shown; [ ] = remark or other dose. Unless noted, calls come from the whole dose curve; as a rule, active = well fitted curve in the direction sought with a large enough effect; inconclusive = small, poorly fitted or top-dose-only effect, or another doubt; inactive = no such curve, though single readings can be large; an effect the other way counts as inactive or inconclusive. Unless noted, % is set by controls: 0 for no effect and ±100 for the full control effect.

SMILES	hERG WT inh	B2AR arrestin	uPA generation	Eya2 phos inh	BCR signal inh	USP2a inh	PKM2 activator	GALK inhibitor	Coupling enz	KCNH2 3.1 block	Giardia killer
Cc1ccc(NC(=O)C(=O)NC(C)C2COc3ccccc3O2)cc1 (configuration not stated)	3	0.0%	-2%	-10%	?	-1%	1%	1%	0	-14	6
O=C(Nc1ccc(F)cc1)C1CCN(S(=O)(=O)c2cccc3nonc23)CC1	2	-0.1%	4%	-5%	7%	-2%	-6%	-6%	1	-23	3
CCN(CC)CCNC(=O)c1cn(CC)c2ccc(S(=O)(=O)N3CCOCC3)cc2c1=O	-17	0.1%	6%	-7%	-3%	5%	nt	-6%	nt	-10	3
CCOc1ccccc1N1CCN(CC(=O)N(CC(C)C)c2c(N)n(CC(C)C)c(=O)[nH]c2=O)CC1	-3	-0.2%	4%	0%	-2%	1%	2%	10%	1	-2	1
CCOc1ccccc1NC1c2ccccc2C(=O)N1c1ccc(C)cn1 (configuration not stated)	29	0.3%	-2%	-7%	-4%	-2%	-3%	0%	-2	-12	-12
Cn1ncc(Cl)c1C(=O)NCc1ccc2c(c1)OCO2	-28	-0.3%	-28%	-7%	-8%	-5%	4%	4%	nt	6	-4
Cc1ccc(-c2c[n+](CC(=O)Nc3ccc(C)cc3C)c3n2CCC3)cc1	2	-0.2%	-2%	-23%	5%	3%	-2%	-1%	2	16	-7
CC1Cc2nc(SCC(=O)NCC3CCCO3)n(Cc3ccccc3)c(=O)c2S1 (configuration not stated)	11	0.7%	0%	-12%	8%	2%	3%	-1%	-1	?	-10
Cc1ccc(S(=O)(=O)N2CCN(C(=O)COC(=O)CNC(=O)c3ccc(C(C)(C)C)cc3)CC2)c(C)c1	1	-0.2%	-36%	1%	1%	-2%	nt	nt	nt	11	-13
O=C1Nc2c(Br)cc(Br)cc2C1(O)N1CCOCC1 (configuration not stated)	3	-0.4%	-4%	22%	?	2%	-5%	3%	-8	10	6
N#CCCN(C(=O)COC(=O)c1ccc(S(=O)(=O)Nc2ccccc2)cc1)c1ccccc1	0	-0.3%	2%	-1%	-1%	1%	-13%	1%	0	1	21
COc1cc(CO)c(Br)cc1OCC(=O)Nc1ccccc1C	-9	0.3%	7%	-2%	-6%	-7%	-10%	0%	-1	-6	1
CC(=O)N1N=C(c2cccc([N+](=O)[O-])c2)OC1(C)CC(=O)Nc1ccccc1 (configuration not stated)	1	4.7%	3%	-6%	1%	-4%	-1%	0%	0	22	16
COc1ccc(C(=O)Nc2cccc(-c3ccc(N4CCOCC4)nn3)c2)cc1OC	-2	0.0%	-11%	11%	?	0%	nt	nt	nt	26	-27
CCC(C)NC(=O)CSc1ccc(S(=O)(=O)N(C)C2CCCCC2)cn1 (configuration not stated)	-18	-1.0%	-4%	-4%	-2%	-2%	nt	nt	nt	-16	9
Cc1c(C(=O)Nc2ccc3c(c2)OCO3)sc2ncn(CC(=O)N3CC(C)CC(C)C3)c(=O)c12 (configuration not stated)	-8	-0.1%	nt	7%	?	-5%	-10%	1%	1	-2	-4
O=C(OC(C(=O)NC1CCCCC1)c1ccccc1)c1ccco1 (configuration not stated)	-3	-0.3%	6%	-6%	-9%	0%	3%	-3%	-1	7	-12
CCOc1cc(N)c(Cl)cc1C(=O)NCC1CN(Cc2ccc(F)cc2)CCO1 (configuration not stated)	10	nt	-7%	nt	nt	nt	nt	nt	-4	-16	2
CCOc1ncccc1C(=O)N1CCN(Cc2ccc3c(c2)OCO3)CC1	2	-1.0%	0%	2%	?	4%	-1%	0%	4	-17	-12
CN(CC(=O)Nc1ccc(F)cc1)C(=O)COC(=O)c1cc(S(=O)(=O)N(C)C)ccc1N1CCCC1	24	-0.9%	2%	-7%	-3%	0%	nt	nt	nt	2	8
CC12C=CC3(CN(Cc4ccccc4)C(=O)C3C1C(=O)NC1CC1)O2 (configuration not stated)	-1	-0.1%	nt	-8%	-2%	2%	-3%	0%	3	1	-9
COc1ccc(OC)c(NC(=O)CSc2nnc(Cc3cccn3C)n2CCc2ccccc2)c1	-3	0.2%	-5%	-20%	11%	-8%	5%	2%	3	-2	6
CC(C)(C)OC(=O)NCc1ccc(CNC(=O)c2nc[nH]c2C(=O)N2CCc3ccccc3C2)cc1	nt	0.2%	16%	-11%	2%	-2%	nt	nt	nt	nt	-11
CC1(C)Cc2cccc(OCC(=O)NCc3ccccc3)c2O1	29	0.1%	4%	4%	-8%	-1%	nt	3%	nt	0	13
Cc1[nH]c(=S)[nH]c(=O)c1Cc1ccccc1	-11	0.3%	-6%	25%	-1%	-2%	16%	0%	5	4	12
COC(=O)c1nn(-c2ccc(OC)cc2)c(=O)cc1Sc1ccc(C)cc1	20	-0.3%	3%	11%	1%	-1%	-5%	4%	-11	14	-25
COCCN(C(=O)COC(=O)/C=C/c1ccc(C)o1)c1c(N)n(Cc2ccccc2)c(=O)[nH]c1=O	3	0.4%	-3%	-8%	-1%	2%	-4%	-6%	nt	nt	4
CC(C)NC(=O)N(C)C[C@H]1Oc2ccc(NC(=O)C3CCCCC3)cc2C(=O)N([C@H](C)CO)C[C@@H]1C	-4	-0.4%	5%	11%	?	3%	nt	nt	nt	-7	?
O=C(Nc1cccc(S(=O)(=O)N2CCOCC2)c1)c1ccc(N2CCOCC2)c([N+](=O)[O-])c1	11	-0.5%	-10%	-12%	8%	2%	-1%	0%	0	1	-4
CCC(C)NC(=O)CCn1c(-c2ccc(F)cc2)cc(C(C)=O)c1C (configuration not stated)	-12	-0.1%	-1%	-4%	-12%	1%	-3%	4%	3	-2	-9
Cn1c(=O)[nH]c(=O)c2c1nc(SCC(=O)O)n2CCCc1ccccc1	1	-0.4%	0%	12%	0%	2%	nt	-5%	1	24	38[activator]
O=C(Oc1ccc(C(=S)N2CCOCC2)cc1)c1ccccc1[N+](=O)[O-]	-7	0.2%	9%	10%	0%	0%	1%	2%	0	4	-1
NC(=O)CSc1ncnc2c1cnn2Cc1ccccc1	6	-0.1%	0%	-7%	0%	1%	29%	-1%	3	11	6
COC(=O)c1cc(=O)nc2sc(-c3ccc(F)cc3)nn12	8	-0.4%	nt	-17%	?	1%	-18%	-2%	0	-3	-10
COc1ccc(NC(=O)COC(=O)/C=C/c2ccccc2[N+](=O)[O-])cc1OC	3	-1.3%	2%	7%	-1%	3%	6%	3%	-1	14	-16
CN(c1cccc(NS(=O)(=O)c2cccs2)c1)S(C)(=O)=O	14	-0.2%	2%	-16%	-1%	1%	-19%	-3%	-6	1	-8
CC(C)NC(=O)C1CCN(Cc2cnn(-c3ccccc3)c2-n2cccc2)CC1	-2	-0.1%	11%	4%	2%	0%	2%	1%	7	3	7
CC(C)OC(=O)CC1C(=O)NCCN1C(=O)COc1ccc(C(C)(C)C)cc1 (configuration not stated)	7	-0.1%	0%	2%	-12%	4%	1%	0%	-1	1	-10
COc1cc(C2NC(=O)NC(C)=C2C(=O)OCc2ccc(C)cc2)cc(OC)c1O (configuration not stated)	-3	0.1%	1%	-9%	?	-1%	4%	-1%	3	-5	-15
N#Cc1c(Cl)nc(N/N=C/c2ccccc2)c(Cl)c1Cl	1	3.5%	4%	-22%	?	2%	-13%	0%	-6	9	-15
CCCCC1CCC(C(=O)N(CCOC)c2c(N)n(CCCC)c(=O)[nH]c2=O)CC1 (configuration not stated)	-5	-1.4%	3%	12%	0%	0%	nt	nt	nt	2	-11
O=C(O)CCc1nnc(SCC(=O)Nc2ccc(Cl)c(C(F)(F)F)c2)[nH]c1=O	-12	0.0%	5%	-19%	3%	0%	8%	?	29	3	-2
CCOC(=O)C(C)Oc1ccc(NC(=O)C(Cl)Cl)cc1 (configuration not stated)	-2	-0.1%	-2%	-10%	-16%	0%	1%	4%	-1	10	23
COc1ccc(OC)c(/C=C/C(=O)NC2=NCCS2)c1	4	-0.8%	-5%	-3%	7%	-2%	-1%	0%	2	-1	4
Cc1c(C(=O)N2CCCC2)c(S(=O)(=O)Nc2cccc(Br)c2)c(C)n1C	-5	0.0%	-1%	4%	-3%	0%	nt	4%	nt	-2	-10
CC(=O)c1c(C)[nH]c(C(=O)OCC(=O)c2ccc(C)s2)c1C	8	0.5%	-9%	5%	-6%	0%	nt	nt	nt	2	4
CCOC(=O)c1cnc(-n2[nH]c(C)c(Cc3ccccc3)c2=O)[nH]c1=O	6	-0.6%	1%	3%	-8%	0%	0%	3%	-5	-6	-3
NC(=O)CC[C@H](NC(=O)c1ccc(F)cc1)C(=O)OCC(=O)NCc1ccc2c(c1)OCO2	6	5.1%	4%	3%	-1%	0%	nt	nt	nt	nt	-26
COc1cccc(Nc2c(F)c(OC)c(F)c(F)c2C(=O)O)c1	-15	0.2%	12%	2%	4%	2%	-4%	0%	10	-4	-12

Bioassay records: PubChem BioAssay, National Center for Advancing Translational Sciences (NCATS)
